Screening data as filed in PubChem BioAssay.
Mcl1-Noxa inh: Mcl-1/Noxa interaction inhibition; 220,000 compounds, 1.5% hits; TR-FRET Mcl-1/Noxa peptide binding, 2 h; Q07820; inhibition, % at 21.7 µM;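 active means compounds that cut the protein-peptide binding signal by more than 50% relative to plate controls in a single-dose test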;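 further: His-tagged Mcl-1 with rhodamine Noxa BH3 peptide and terbium anti-His antibody; 0% = Mcl-1 plus Noxa peptide wells and 100% = peptide-only wells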
RGS4-Gao reg: modulates binding of RGS4 to human Galphao | binding response (% of control), % at 10 µM | P09471 | Multiplexed bead flow cytometry; actives lie on both sides | 220,000 compounds, 0.33% hits; in the data active means binding response below about 49% or above about 150%; inactive means in between;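 further: fluorescent Galphao activated with aluminum fluoride binding bead-coupled RGS4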
Target sequence (P09471 whole entry, looked up): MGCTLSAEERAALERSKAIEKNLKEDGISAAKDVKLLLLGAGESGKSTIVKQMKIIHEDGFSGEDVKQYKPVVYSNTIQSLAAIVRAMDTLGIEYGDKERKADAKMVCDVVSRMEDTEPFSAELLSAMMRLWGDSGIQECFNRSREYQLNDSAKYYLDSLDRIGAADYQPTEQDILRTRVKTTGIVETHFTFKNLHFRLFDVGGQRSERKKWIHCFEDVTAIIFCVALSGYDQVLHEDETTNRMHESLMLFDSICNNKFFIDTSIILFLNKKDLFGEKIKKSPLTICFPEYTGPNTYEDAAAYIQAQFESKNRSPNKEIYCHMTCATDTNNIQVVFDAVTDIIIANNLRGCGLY
Pf gamet viab: inhibitors of late stage P. falciparum gametocyte viability; P. falciparum stage V gametocytes, ATP luminescence, 24 h; 150,000 compounds, 0.065% hits; inhibition, % at 10.9 µM; AID 743093;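 active means inhibition above the mean plus 3 SD of compounds within the control limits, set per campaign, cut at about 38% in these data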;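 further: 0% = DMSO wells and 100% = medium only without gametocytes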
GSH fluor: compound fluoresces at 488/530 nm on GSH beads | 190,000 compounds, 0.25% hits | fluorescence (KMESF) at 10 µM | GSH beads flow cytometry, compound fluorescence 488/530 nm; active compounds read high; in the data active means fluorescence above about 89;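 further: glutathione beads carrying GST-tagged Bcl family fusion proteins plus one bare bead set; values are compound well signal with DMSO vehicle wells as background; inactives centre near 16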
RGS7-Gao reg: regulators of human RGS7-Galphao interaction | P09471 | Multiplexed bead flow cytometry, RGS7-Galphao binding; actives lie on both sides | binding response (% of control), % at 10 µM | 220,000 compounds, 0.35% hits | AID 1439; in the data active means binding response below about 49% or above about 150%; inconclusive means no clear call, values can overlap the other calls; inactive means in between;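 further: fluorescent Galphao held in activated GDP-AlF4 state binding bead-coupled RGS7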
ABCB1 inh: blocks JC-1 efflux by human ABCB1 transporter; P08183; CCRF-Adr cells, flow cytometry; inhibition, % at 6.6 µM; 190,000 compounds, 0.067% hits; in the data active means inhibition above about 40%;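 further: 0% = vehicle and 100% = reference inhibitor; higher value means more JC-1 retained so stronger ABCB1 efflux block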
Avidin bead fluor: avidin bead compound fluorescence profile | fluorescence (KMESF) at 10 µM | 220,000 compounds, 0.38% hits | Avidin beads, compound fluorescence 488/530 nm, flow cytometry; active compounds read high; in the data active means fluorescence above about 47; further: inactives centre near 10
ABCG2 inh: inhibitors of human ABCG2 transporter, ABCB1 counter-screen | 190,000 compounds, 0.1% hits | Q9UNQ0 | AID 1325 | IgMXP3 cells, JC-1 efflux, flow cytometry | inhibition, % at 6.6 µM;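 active means inhibition above 80%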;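 further: 0% = DMSO and 100% = nicardipine control wells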
Target sequence (Q9UNQ0 whole entry, looked up): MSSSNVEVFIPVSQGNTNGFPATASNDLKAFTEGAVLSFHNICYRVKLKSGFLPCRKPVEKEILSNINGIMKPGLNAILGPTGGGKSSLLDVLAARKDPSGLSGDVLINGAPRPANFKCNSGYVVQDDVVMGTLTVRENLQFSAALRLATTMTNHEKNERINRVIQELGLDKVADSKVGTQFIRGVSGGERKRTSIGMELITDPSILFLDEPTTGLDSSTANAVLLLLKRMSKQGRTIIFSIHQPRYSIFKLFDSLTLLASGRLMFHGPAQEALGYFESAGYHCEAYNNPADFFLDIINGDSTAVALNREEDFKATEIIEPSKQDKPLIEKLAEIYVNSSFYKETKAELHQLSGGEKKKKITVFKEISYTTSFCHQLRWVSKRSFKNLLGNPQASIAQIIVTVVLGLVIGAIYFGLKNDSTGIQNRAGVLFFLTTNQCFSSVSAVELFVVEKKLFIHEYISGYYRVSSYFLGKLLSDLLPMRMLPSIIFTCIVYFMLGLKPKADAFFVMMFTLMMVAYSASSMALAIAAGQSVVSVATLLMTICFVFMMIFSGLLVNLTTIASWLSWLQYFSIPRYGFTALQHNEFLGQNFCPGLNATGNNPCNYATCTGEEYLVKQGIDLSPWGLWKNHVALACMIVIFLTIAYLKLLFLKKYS
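Test system: IgMXP3 cells (ABCG2) mixed with DDAO far-red-labelled CCRF-Adr cells (ABCB1). Reagent: JC-1 transporter substrate. Compound dosing: single test compound dose, 6.6 µM final. Times: 10 min compound exposure, 25 °C. Detection: flow cytometry of retained JC-1 fluorescence. Read-out basis: efflux inhibition in percent versus controls. Controls: nicardipine and DMSO wells.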
RGS8-Gao: regulators of human RGS8-Galphao interaction | P09471 | multiplexed bead flow cytometry, RGS8-Galphao binding; actives lie on both sides | response (percent of control binding), % at 10 µM | 220,000 compounds, 0.34% hits; in the data active means response below about 60% or above about 140%; inactive means in between;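 further: Galphao activated as the GDP aluminium fluoride complex binding bead-coupled RGS8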
Bim-Mcl-1: inhibitors of Bim-Mcl-1 interaction, human. Q07820. Bead-based flow cytometry, Bim peptide-Mcl-1 binding. 190,000 compounds, 0.1% hits. inhibition, % at 10 µM; in the data active means inhibition above about 40%;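 further: 0% = no compound tracer wells and 100% = peptide blocker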
Mcl1-Bid inh: disrupts binding of human Mcl-1 to Bid peptide. TR-FRET Mcl-1/Bid-Dy647 peptide binding, 1536-well. Q07820. inhibition, % at 21.7 µM. 220,000 compounds, 0.97% hits. AID 1021;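 active means compounds that cut the binding signal by more than half at the single screening dose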;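 further: His-tagged Mcl-1 with europium anti-His antibody binding Bid BH3 peptide; 0% = Mcl-1 plus peptide wells and 100% = peptide-only wells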
Numbers without * were called inactive; ? = inconclusive; . = not tested or not shown. No enrichment for hits; 3.3% or so of the library scored in one or more.

SMILES | Mcl1-Noxa inh | RGS4-Gao reg | Pf gamet viab | GSH fluor | RGS7-Gao reg | ABCB1 inh | Avidin bead fluor | ABCG2 inh | RGS8-Gao | Bim-Mcl-1 | Mcl1-Bid inh
Cc1nc2c(C(=O)NCc3cccs3)cnn2c(C)c1Cc1ccccc1 | 15 | 101 | . | 8 | 99 | . | 11 | 13 | 96 | -8 | -15
Cc1ccc2[nH]cc(C(=O)NCc3cccs3)c(=O)c2c1 | 3 | 101 | 2 | 13 | 105 | 1.0 | 24 | 4 | 102 | -1 | 4
Cc1ccc(/C=N\NC(=O)c2csnn2)cc1 | -1 | 102 | 5 | 23 | 101 | 0.4 | 4 | 2 | 101 | -2 | -59
Cc1oncc1-c1cn2ccccc2n1 | 6 | 104 | . | 15 | 105 | 0.1 | 6 | 1 | 102 | 3 | -62
CC1=C(C(=O)OCC(C)C)C(c2ccc(Br)s2)NC(=O)N1 (stereo not given) | 3 | 100 | 28 | 10 | ? | 3.0 | 11 | 8 | 101 | 0 | -7
CN1CCN(C(=O)C2=C[C@H](c3coc4ccccc4c3=O)C[C@H](OCc3ccc(CO)cc3)O2)CC1 | -28 | 106 | 17 | 17 | 107 | 0.5 | 7 | 4 | 105 | 0 | -6
NC(=O)[C@@H]1CCNc2c(I)cc([N+](=O)[O-])cc2C(=O)N[C@@H](CO)C(=O)N[C@@H](Cc2ccc(O)cc2)C(=O)N1 | 37 | 98 | . | 20 | 102 | -0.8 | 6 | -3 | 96 | 2 | 22
COc1ccc(C(=O)c2c(C(F)(F)F)oc3c2C(=O)c2ccccc2C3=O)cc1 | 6 | 98 | . | 16 | 100 | 0.3 | 8 | 2 | 98 | 2 | -16
Nc1nc(-c2ccco2)nn1S(=O)(=O)c1ccccc1 | 4 | 100 | . | 12 | 102 | 0.3 | 11 | 1 | 101 | -3 | -20
CCn1c(SCC(=O)N2CCN(c3ccccc3)CC2)nnc1-c1ccoc1C | -1 | 98 | . | 25 | 101 | 0.2 | 5 | 1 | 101 | 2 | -74
CCOc1ccc(NC(=O)CCN2CCCCC2)cc1 | . | 104 | 0 | 27 | 102 | 2.1 | 9 | 5 | 107 | -2 | -3
COCC(C)NC(=S)N1CCN(c2ccccc2Cl)CC1 (stereo not given) | -4 | 100 | -8 | 20 | 100 | -0.4 | 8 | 1 | 100 | 2 | -26
O=C(CN1CCN(c2ccccn2)CC1)Nc1ccc(OCc2ccccc2)cc1 | -6 | 105 | -3 | 21 | 120 | 0.5 | 63* | 2 | 101 | -6 | -12
COc1ccc(OC)c(-n2c(SCC(C)=O)nnc2-c2cccc(S(=O)(=O)N(C)C)c2)c1 | 6 | 97 | -2 | 11 | 98 | 0.1 | 11 | 0 | 98 | -4 | -32
COCc1cc(Sc2c(Cl)cccc2Cl)nc(-c2ccccc2)n1 | 4 | 102 | 12 | 11 | 100 | 0.2 | 32 | 0 | 101 | -9 | -6
O=c1cc(CN2CCN(c3ccccc3F)CC2)c2cc3c(cc2o1)CCCC3 | 15 | 106 | . | 13 | 104 | 1.4 | 15 | 7 | 101 | 0 | -13
CCCNS(=O)(=O)c1ccc(CCC(=O)NCc2ccco2)cc1 | 16 | 100 | . | 13 | 102 | 0.0 | 18 | 0 | 102 | 1 | -13
Cc1cc(-c2ccccc2)n2nc(N)nc2n1 | -2 | 100 | -29 | . | ? | . | 8 | . | 101 | . | -18
O=C(N/N=C/c1cccnc1)c1cc(-c2cccs2)nc2ccccc12 | 5 | 105 | . | 23 | 105 | -5.1 | 13 | -7 | 105 | -2 | -16
Cc1ccc(-n2ncc3c(=O)n(CC(=O)OCc4ccccc4)cnc32)cc1 | -15 | 104 | -14 | 21 | 97 | 0.4 | 11 | 4 | 100 | -4 | -12
CC(C)CNS(=O)(=O)c1ccccc1C(=O)N1CCCCC1 | -10 | 96 | 19 | 16 | 93 | 0.2 | 14 | 1 | 94 | -2 | -17
OCCN1CCN(c2cc(C(F)(F)F)nc3ccccc23)CC1 | 5 | 112 | 13 | . | ? | . | 7 | . | 109 | . | -21
ON1C(c2ccccc2C(F)(F)F)N(O)[C@H]2CCCC[C@H]21 (stereo not given in full) | -2 | 100 | 13 | 20 | 96 | -0.2 | 12 | 2 | 97 | 0 | -24
O=C1C(NS(=O)(=O)c2cccs2)=C(N2CCN(c3ccccc3)CC2)C(=O)c2ccccc21 | 20 | 93 | . | 23 | 95 | -4.2 | 2 | -8 | 99 | -1 | 7
CCOc1cccc2c1OC1(CCCCC1)N1N=C(c3cccnc3)CC21 (stereo not given) | 17 | 97 | -4 | 10 | 97 | 1.8 | 5 | 23 | 101 | -4 | -10
Next records follow:
SMILES | Mcl1-Noxa inh | RGS4-Gao reg | Pf gamet viab | GSH fluor | RGS7-Gao reg | ABCB1 inh | Avidin bead fluor | ABCG2 inh | RGS8-Gao | Bim-Mcl-1 | Mcl1-Bid inh
O=C1/C(=C\c2ccco2)SC(=S)N1c1ccc(O)cc1 | 4 | 96 | -5 | 9 | 95 | 0.0 | 5 | 0 | 96 | -5 | -11
COC(=O)C1C(=O)C2=C(CC1C)NC(=O)CC2c1ccccc1 (stereo not given) | 7 | 92 | 22 | 27 | 92 | 0.8 | 19 | 3 | 92 | 0 | -3
Cc1ccc(CSC2=NCCN2C(=O)c2ccc(S(=O)(=O)N(C)C)cc2)cc1 | -8 | 101 | -23 | 19 | 109 | 0.8 | 9 | 1 | 101 | 4 | -42
COc1ccccc1N(CN1CCCC1=O)C(=O)COc1ccccc1 | 0 | 100 | -28 | 24 | 98 | 0.9 | 13 | 2 | 100 | -4 | -7
CC1(OC(=O)C2CCCC2)C(=O)C=C2C=C(c3ccsc3)N(C3CCCCC3)C=C2C1=O (stereo not given) | 23 | 93 | 12 | . | ? | . | 7 | . | 97 | . | -63
CC(=O)N=c1c(C#N)cc2c(=O)n3ccccc3nc2n1CCCOC(C)C | 0 | 103 | 5 | . | ? | . | 5 | . | 98 | . | -18
O=C(COC(=O)COc1ccccc1[N+](=O)[O-])Nc1ccccc1Br | 3 | 100 | . | 6 | 99 | 0.4 | 13 | 2 | 100 | -5 | -13
Cc1cccc2cc(CN(Cc3ccc4c(c3)OCO4)Cc3nnnn3C3CCCC3)c(=O)[nH]c12 | 6 | 101 | . | 11 | 105 | 7.8 | 18 | 5 | 104 | 0 | 13
CCC(=O)Nc1ccc(S(=O)(=O)N2CCOCC2)cc1 | 13 | 100 | -3 | 23 | 102 | -0.3 | 12 | -4 | 103 | 3 | -3
CC(=O)Nc1ccc(SCC(=O)c2cc(C)n(Cc3cccs3)c2C)cc1 | 23 | 100 | . | 15 | 99 | 0.1 | 19 | 0 | 89 | 0 | -22
CC(C)C[C@H](NC(=O)c1nc[nH]c1C(=O)NCc1ccccc1)C(=O)OCc1ccccc1 | -81 | 96 | -2 | 18 | 101 | 1.0 | 6 | 5 | 97 | 0 | -23
CC(=O)C1C(c2ccc(F)c(F)c2)NC(=O)NC1(O)C(F)(F)F (stereo not given) | 1 | 100 | . | 11 | 101 | -0.4 | 3 | 0 | 93 | 3 | -9
CCCc1cc(=O)[nH]c(Nc2ccc(N3CCCCC3)cc2)n1 | 1 | 119 | -17 | 26 | 126 | 0.5 | 12 | 13 | 121 | -3 | -43
COc1cccc(N2CCN(Cc3ccsc3)CC2)c1 | 35 | 94 | . | 10 | 90 | 0.6 | 12 | 4 | 103 | -1 | -15
Cc1ccc(S(=O)(=O)Oc2ccc(/C=N/NC(=O)c3nn(C)cc3[N+](=O)[O-])cc2)cc1 | 11 | 97 | 16 | 18 | 99 | 0.4 | 11 | 21 | 101 | 2 | 11
Oc1c(C(c2ccccc2)N2CCc3ccccc3C2)sc2ncnn12 (stereo not given) | 14 | 104 | . | 14 | 102 | 0.4 | 21 | 2 | 101 | -5 | -19
Cn1c(N)c(C(=O)COC(=O)CCC(=O)c2ccc(F)cc2)c(=O)n(C)c1=O | -21 | 97 | -14 | 7 | 98 | -0.3 | 20 | 1 | 102 | 0 | -24
CCCC(=O)n1nc(NCc2ccc(OC)cc2)nc1NCc1ccc(OC)cc1 | 3 | 100 | 20 | 17 | 91 | 2.4 | 9 | 14 | 97 | -6 | -24
COc1cccc(NC(=O)C2CCCN(S(=O)(=O)c3cccc4cccnc34)C2)c1 (stereo not given) | 13 | 95 | . | 18 | 100 | -2.8 | 5 | -3 | 90 | -2 | -14
COC(=O)CN(c1ccc(C)cc1)S(=O)(=O)c1ccc2c(c1)n(C)c(=O)c(=O)n2C | 21 | 102 | . | 26 | 99 | 2.2 | 12 | 10 | 103 | -3 | -4
O=C(Nc1ccc(F)cc1)C(Cc1ccccc1)n1cccc1 (stereo not given) | 2 | 85 | -4 | . | ? | . | 6 | . | 90 | . | -54
O=C(Nc1nc2ccccc2n1Cc1ccc(Cl)cc1)c1ccco1 | -21 | 98 | . | 7 | 93 | 1.1 | 14 | 4 | 99 | -4 | -8
Cc1ccc(C(=O)Nc2nnc(-c3ccncc3)o2)cc1 | 11 | 102 | -25 | 16 | ? | 1.6 | 13 | 22 | 102 | -3 | 14
COC(=O)c1ccc(COC(=O)CNS(=O)(=O)c2ccccc2)cc1 | -7 | 102 | -4 | 11 | 100 | 0.3 | 13 | 1 | 102 | 18 | -16
COCC1CCN(Cc2nc(Cc3ccccc3Cl)no2)CC1 | 6 | 100 | -8 | 9 | 105 | -0.3 | 2 | 0 | 100 | 1 | -13
The list goes on.
SMILES | Mcl1-Noxa inh | RGS4-Gao reg | Pf gamet viab | GSH fluor | RGS7-Gao reg | ABCB1 inh | Avidin bead fluor | ABCG2 inh | RGS8-Gao | Bim-Mcl-1 | Mcl1-Bid inh
CCn1c(C)nc2cc(C(N)=O)ccc21 | 9 | 101 | . | . | ? | . | 9 | . | 105 | . | -12
S=C(NCCc1ccccc1)NCCc1ccccc1 | -7 | 104 | -23 | 4 | 103 | -1.0 | 5 | -2 | 105 | 35 | -57
CC(C)OCCCNc1nc2c(-c3ccccc3)nnn2c2ccccc12 | -39 | 99 | . | 11 | 98 | 0.4 | 4 | 5 | 96 | -2 | 0
CC(C)S(=O)(=O)c1csc(NC(=O)Nc2ccc(Cl)cc2)c1 | 10 | 105 | -13 | . | ? | . | 5 | . | 107 | . | -11
CCCCC(=O)OCC(=O)Nc1ccc(OC(F)F)cc1 | 10 | 98 | -12 | 25 | 98 | 0.6 | 14 | 7 | 96 | -5 | -13
O=C(C1CCC1)N1CCC(O)(c2cccc(F)c2)CC1 | 8 | 109 | -21 | 21 | 115 | -0.5 | 5 | -1 | 104 | -4 | -20

Single records, from the list above. Order of values: Mcl1-Noxa inh, RGS4-Gao reg, Pf gamet viab, GSH fluor, RGS7-Gao reg, ABCB1 inh, Avidin bead fluor, ABCG2 inh, RGS8-Gao, Bim-Mcl-1, Mcl1-Bid inh
S=C(NCCc1ccccc1)NCCc1ccccc1 is listed as -7, 104, -23, 4, 103, -1.0, 5, -2, 105, 35, -57
CC(C)OCCCNc1nc2c(-c3ccccc3)nnn2c2ccccc12 is listed as -39, 99, ., 11, 98, 0.4, 4, 5, 96, -2, 0
